miR-122 sensor – miR-122 Renilla sensor signal increase in Huh7, primary screen, miR-122 inhibitor project, cell-based, single point, plate reader; Huh7 miR-122 Renilla luciferase sensor, 48 h; neutral wells = 0, positive control = 100; activation (reporter increase), % at 12.5 µM; hit rate 0.3% among 340,000; AID 602342, 2012;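 active = mean replicate activation score at least 90 and every replicate individually at or above 90; inconclusive = only one of the two criteria met; inactive = neither criterion met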;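 also: higher luciferase means less miR-122 activity so hits act as miR-122 inhibitors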
DENV2 CPE – inhibitors of DENV2 cytopathic effect, primary screen, cell-based, plate reader, single concentration | DENV2-infected cells, cytopathic effect rescue | CPE inhibition, % at 9.99 µM | hit rate 1.7% among 350,000 | AID 651640, 2012; in the data active = CPE inhibition above about 20%, passing the limit was not always enough; inconclusive = no clear call, values can overlap the other calls; tested in BHK-21 cells;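 also: 0% = median of neutral control wells and 100% = median of positive control wells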
PAX8 reporter – inhibitors of PAX8-driven TPO luciferase reporter, primary screen, RMG-I cells, single concentration; hit rate 1.2% among 360,000; inhibition, % at 12.6 µM; SteadyGlo, 24 h;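 active = mean replicate inhibition at least 60% with every replicate also reaching 60%; inconclusive = only one of the two criteria is met; inactive = mean below 60% and not all replicates reaching 60%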;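 also: luciferase light reporting Pax8 driven TPO promoter activity; plate controls were median of neutral control wells for no effect and mitoxantrone controls for full effect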
CFTR F508del cor – F508del CFTR correction, initial screen, CFBE line, single point. CFBE cells, YFP halide quenching; stimulated with forskolin plus potentiator P3; % fluorescence drop versus neutral controls. activity (quench increase), % at 7.58 µM. hit rate 0.36% among 350,000. AID 720511, 2013;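 active = mean added fluorescence quench of at least 8% versus neutral control, with both replicates also reaching 8%; inconclusive = only one of the mean or replicate conditions met; inactive = mean below 8% and not both replicates reaching 8%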;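 also: cells transiently co-express mutant CFTR-F508del with the halide-sensitive YFP; corrector assay measuring rescue of mutant channel to the surface after 24 h compound exposure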
INS-1E GSIS act – GLuc luminescence reporter in INS-1E cells, primary screen for activators of glucose-dependent secretion of insulin; INS-1E GLuc reporter insulin secretion, 2-3 h; activation, % at 16.6 µM; hit rate 0.61% among 370,000;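 active = lowest replicate activation of at least 40%, so every replicate reaches that level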;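 also: 0% = median of neutral control wells and 100% = median of IBMX positive control wells; some compounds called inactive have numbers as strong as hits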
FN deposit inh – inhibitors of fibronectin matrix deposition, primary screen, AH1F cells, Alexa488-fibronectin fluorescence, plate reader. AH1F fibroblasts, overnight. inhibition, % at 12.6 µM. hit rate 0.086% among 350,000. AID 743247, 2014;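 active = mean inhibition across replicates of 30% or more, regardless of how many single replicates reach that level; inconclusive = mean under 30% yet at least half of replicates reach 30%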;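 also: positive control wells lacked labelled fibronectin entirely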
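Material: AH1F fibroblasts assembling fluorescent fibronectin matrix; amount: 10000 AH1F cells/well; medium: DMEM, 2% serum; reagent: Alexa488-fibronectin, 24 nM final in well; dosing: single compound dose, delivered by pin transfer; incubation: 1 h adhesion, overnight exposure; detection: fluorescence after three HBSS washes, excitation 485 nm, emission 525 nm; measure: fibronectin deposition inhibition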
EWS-Fli block – EWS/Fli-driven NR0B1 reporter inhibitors, primary screen, A673 cells, NR0B1 luciferase, luminescence, MLPCN library | viability-normalised | inhibition, % at 12.6 µM | hit rate 0.67% among 350,000;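 active = mean inhibition of at least 50% after viability correction, with every replicate also passing that limit; inconclusive = mean reaches 50% but only one of two replicates passes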;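 also: firefly luciferase signal divided by Alamar Blue viability fluorescence both relative to DMSO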
An asterisk follows results filed as active; ? = inconclusive; . = not tested or not shown; & = joins results of further samples; ! = a repeat was not active; [ ] = dose if it differs, or a comment.

canonical_smiles	miR-122 sensor	DENV2 CPE	PAX8 reporter	CFTR F508del cor	INS-1E GSIS act	FN deposit inh	EWS-Fli block
COc1ccc(CN(C)C[C@H]2Oc3ccc(NC(=O)Nc4ccc(OC)cc4)cc3C(=O)N([C@H](C)CO)C[C@@H]2C)cc1	1[16.7 µM]	-1	-1	-1.7	-2	.	6
CN(C)C(=O)C[C@@H]1CC[C@H]2[C@@H](COc3ccc(NC(=O)C4CC4)cc3C(=O)N2C)O1	-8[16.7 µM]	.	9	1.2	14	-4	0
COc1ccc(S(=O)(=O)Nc2ccc3c(c2)C(=O)N([C@H](C)CO)C[C@@H](C)[C@@H](CN(C)S(=O)(=O)c2ccccc2)O3)cc1	15[16.7 µM]	5	-9	-0.4	-2	.	-4
CCn1cc(-c2ccccc2)c(C(=O)O)c1-c1ccc(OC)cc1	1	9	1	2.8	-6	-14	7
COc1ccc(CC(=O)N2CC(C)CC(C)C2)cc1 (stereo not given)	-6	.	.	-4.2	14	.	3
CCCNC(=O)N1C[C@H](C)[C@H](OC)CN(C)C(=O)c2cc(NS(=O)(=O)CC)ccc2OC[C@@H]1C	21[16.7 µM]	-2	-9	.	9	10	-18
Cc1ccccc1-c1cc2nc(C)c(Cl)c(=O)n2[nH]1	1	8	-16	-1.4	-15	-2	6
Nc1ccn([C@H]2CS[C@@H](CO)O2)c(=O)n1	-2	27*	.	1.2	-14	.	3
O=C(C[C@@H]1C[C@H]2c3cc(NC(=O)CC4CC4)ccc3O[C@H]2[C@H](CO)O1)NCC1CC1	0[16.7 µM]	-1	15	-0.8	1	-10	1
C[C@@H]1CN([C@H](C)CO)C(=O)c2cccc(NC(=O)c3ccc(-c4nccs4)cc3)c2O[C@@H]1CN(C)C(=O)Nc1cccc2ccccc12	-5[16.7 µM]	4	-13	-3.3	2	-13	-4
CCOc1ccc(C(=O)NCCCn2ccnc2)cc1	5	.	0	.	.	-2	.
O=C(NCC1CCCN1S(=O)(=O)c1cccs1)c1c(F)cccc1F (stereo not given)	-5	-10	53	-0.7	9	-3	2
Cc1ccc(NC(=O)COC(=O)CCc2ccccc2)cc1S(=O)(=O)N1CCOCC1	-1	1	-10	-1.5	-5	0	6
CCCNC(=O)c1cc(C)no1	-5	.	8	.	1	-6	.
C[C@@H]1CN([C@@H](C)CO)C(=O)c2cc(C#C[C@@H](C)O)cnc2O[C@H]1CN(C)C(=O)c1ccccc1	-9[16.7 µM]	9	.	0.0	4	4	-11
NC(=O)c1c(NC(=O)CCCC(=O)O)sc2c1CCCCCC2	.	.	0	.	6	-2	.
Cc1nnc(SCC(=O)NNC(=O)COc2ccc(Cl)cc2)n1C	0	-1	-6	-0.5	13	-15	2
CC12CCC(=O)C=C1CCC1C2C(O)CC2(C)C(c3csc(N)n3)CCC12 (stereo not given)	.	-3	-22	0.1	-19	5	3
C[C@@H]1CN([C@H](C)CO)C(=O)c2cccc(NC(=O)C3CCOCC3)c2O[C@H]1CN(C)C	1[16.7 µM]	1	1	0.9	9	.	-2
CCCN(CC(=O)Nc1ccccc1OC)C(=O)Cn1c(=O)oc2ccccc21	.	-5	.	2.6	-10	-1	-4
CCCS(=O)(=O)NC(=O)C1(C)CCN(C(=O)c2cccs2)C1 (stereo not given)	2	-6	-1	-1.4	0	3	-6
COc1cc(/C=N/NC(=O)c2nnn(-c3nonc3N)c2C(C)C)ccc1O	-2	9	-8	-2.5	4	5	0
C/C=C/c1ccc2c(c1)[C@H]1[C@H](CCN1S(=O)(=O)c1ccccc1C)[C@@H](CO)N2	.	3	.	4.4	0	-10	.
Cc1cccc(CCNC(=O)c2cccc(N3CCCC3=O)c2)c1	-4	?	-66	1.3	5	-2	-57
CCC(=O)N(Cc1ccco1)Cc1cc2cc3c(cc2[nH]c1=O)OCO3	.	.	7	-0.6	7	-3	2

(next part)
canonical_smiles	miR-122 sensor	DENV2 CPE	PAX8 reporter	CFTR F508del cor	INS-1E GSIS act	FN deposit inh	EWS-Fli block
O=C(CSC1=NNC(c2ccccn2)S1)Nc1ccccc1 (stereo not given)	2	-4	18	11*	.	7	17
Cc1cc(-c2csc(N)n2)c(C)n1-c1ccc(Cl)c(Cl)c1	.	-2	0	0.3	2	-6	1
COc1ccc2c(c1)OC[C@H]1[C@H]2N2C(=O)[C@H](C)NC(=O)[C@@]2(C)[C@H]1c1ccccc1	-2	-5	4	-1.9	-2	2	-5
Cc1ccc(CN2CCC(n3nccc3NC(=O)c3ccc4c(c3)OCO4)CC2)o1	-3	1	4	0.1	6	5	4
Cc1ccc(S(=O)(=O)NC(=O)C2(C)CCN2C(=O)CC2CCCC2)cc1 (stereo not given)	-11	2	-1	-5.4	5	8	5
CC=Cc1ccc2n(c1=O)C[C@H]1[C@H](CO)[C@@H](C(=O)N(C)C)[C@@H]2N1CCc1ccccc1 (mixture of isomers)	.	-1	.	.	-1	.	2
COc1cccc(CC(NC(C)=O)C(=O)NC2CCN(S(=O)(=O)c3ccc4ccccc4c3)CC2)c1 (stereo not given)	-15	4	.	0.8	-2	.	-5
CC1CCc2c(sc3ncnc(NCCN4CCOCC4)c23)C1 (stereo not given)	2	2	2	1.4	28	1	7
CCc1ccc(NC(=O)Cn2ncn3c(cc4ccccc43)c2=O)cc1	-2	7	11	-1.4	-4	-6	.
CN(Cc1ccco1)S(=O)(=O)c1ccc(CN2C(=O)c3cccnc3C2=O)s1	1	20	-11	-1.5	-3	10	1
Cc1ccc([C@@H]2CC=C(C(=O)O)[C@H](c3ccc(F)cc3)N2S(=O)(=O)c2ccccc2C)cc1	3	?	3	2.2	.	0	5
O=C(Nc1ccn(CCCN2CCN(c3ncccn3)CC2)c(=O)n1)OCc1ccccc1	-2	6	-9	1.6	-2	-1	0
O=C(COc1ccc(F)cc1)N1c2ccccc2CCc2ccccc21	.	7	4	3.5	-4	6	-1
C[C@@H]1CN([C@@H](C)CO)C(=O)c2cc(-c3cccc(C(=O)N(C)C)c3)cnc2O[C@@H]1CN(C)S(=O)(=O)c1ccccc1	.	-6	5	0.7	8	3	26
Cc1ccc(NC(=O)c2ccc(CSc3ccccn3)cc2)c(O)c1	.	-6	-8	0.1	1	0	-3
COc1ccccc1C(C)N(C)Cc1nc(COc2ccccc2)no1 (stereo not given)	.	-4	-17	0.1	-6	14	6
CCOc1ccc(OCCC(=O)OCC(=O)c2c(N)n(C)c(=O)n(C)c2=O)cc1	-5	-2	1	-3.4	8	-2	-2
CCC(C)NC(=O)C(NS(=O)(=O)c1ccc2c(c1)c(=O)n(C)c(=O)n2C)c1ccccc1 (stereo not given)	3	15	2	2.6	.	5	-1
C[C@H]1CN([C@@H](C)CO)C(=O)c2cccc(NC(=O)c3cnccn3)c2O[C@@H]1CN(C)S(=O)(=O)c1cccs1	-3[16.7 µM]	7	.	-2.5	24	6	-13
O=C(NCC1CCCCC1)[C@@H]1[C@@H](CO)[C@@H]2Cn3c(ccc(C4=CCCC4)c3=O)[C@H]1N2	-2[16.7 µM]	-4	.	-0.6	-6	.	7
CC(NC(=O)c1cccc(F)c1)C1CC2CCC1C2 (stereo not given)	-3	1	-16	1.7	-5	8	4
CCCCN(C)CCOc1ccccc1OCC	4	.	-2	.	9	-10	.
Cc1noc(C)c1S(=O)(=O)Nc1ccc2c(c1)C(=O)N([C@@H](C)CO)C[C@@H](C)[C@@H](CN(C)S(C)(=O)=O)OCCCC[C@@H](C)O2	8[16.7 µM]	0	.	-2.8	3	.	-13
CN(C)CCCNS(=O)(=O)c1cc(Cl)c(Cl)cc1Cl	2	5	3	-5.9	1	4	3
COc1cccc(-c2ccc(C3[C@@H]4CN(C(=O)C5CC5)C[C@H]3N4)cc2)c1 (stereo not given in full)	.	-1&-5	80*!	4.0&-0.8	7&-3	6&2	-13&-4

(more compounds)
canonical_smiles	miR-122 sensor	DENV2 CPE	PAX8 reporter	CFTR F508del cor	INS-1E GSIS act	FN deposit inh	EWS-Fli block
CCC(=O)N1[C@@H]2Cn3c(ccc(-c4cccnc4)c3=O)[C@H]1[C@@H](C(=O)N1CCc3ccccc3C1)[C@@H]2CO	1[16.7 µM]	1	7	-1.2	10	.	0
COC(=O)c1ccc(N(CC(=O)NCC2CCCO2)C(=O)CCC(=O)Nc2cc(C)on2)cc1 (stereo not given)	0	-7	-10	-2.5	1	-14	-7
Cc1cccc(NC(=O)CSc2cn[nH]n2)c1	.	-1	4	-0.4	2	0	0
OCCOCCOc1cccc2[nH]ccc12	.	-7	10	1.6	2	1	12
O=C(CNC(=O)c1ccccc1)N/N=C/C=C/c1ccccc1	0	-3	-3	0.4	18	0	.
CCc1ccc(OCC(=O)NNC(=O)c2ccc(-n3cncn3)c([N+](=O)[O-])c2)cc1	-2	-2	-7	-0.6	-7	-9	-7
COC(=O)Cc1c(O)ccn(CCc2ccc(S(N)(=O)=O)cc2)c1=O	-4	-6	8	-1.4	17	4	12
C[C@@H]1CN([C@H](C)CO)C(=O)c2cc(NC(=O)Nc3ccc(F)cc3)ccc2O[C@H]1CN(C)S(=O)(=O)c1ccc(F)cc1	-3[16.7 µM]	-2	.	-2.3	0	.	-7
C[C@@H]1CCCCO[C@@H](CN(C)Cc2ccc(C(=O)O)cc2)[C@H](C)CN([C@H](C)CO)C(=O)c2cc(NC(=O)Nc3ccc(F)cc3)ccc2O1	-2[16.7 µM]	5	-18	1.8	21	.	-5
Oc1ccc(/C=N/n2cnn(Cc3ccccc3Cl)c2=S)c(O)c1	.	6	9	0.7	0	-8	10
CC(=O)N1CC2(C1)[C@H](c1ccccc1)[C@H](CO)N2C(=O)c1cnccn1	.	4	-10	2.0	3	-2	7
Cc1ccc(S(=O)(=O)NC(=O)COc2ccc(Cl)cc2Cl)cc1	-11	?	-9	-2.0	34	13	.
C[C@@H]1CN([C@@H](C)CO)C(=O)CCCn2cc(nn2)CO[C@H]1CN(C)Cc1ccc(Cl)c(Cl)c1	-4[16.7 µM]	.	9	0.6	3	6	1
O=S(=O)(CCSc1nc2ccccc2o1)Cc1ccccc1	0	2	.	2.3	28	.	3
CC(C)N(C(=O)[C@H]1C[C@H](CC(=O)NCc2ccco2)C(=O)N2CCc3c([nH]c4cc(CCC(=O)N(C)C)ccc34)[C@]12C)C(C)C	.	3	11	-1.9	-14	2	0
CO[C@@H]1CN(C)C(=O)c2cc(NC(C)=O)ccc2OC[C@@H](C)N(Cc2ccncc2)C[C@@H]1C	-9[16.7 µM]	-6	.	0.2	2	-2	2
Cc1cc(CNC(=O)c2cccc([N+](=O)[O-])c2)c2ccccc2n1	3	-3	14	0.8	-21	.	5
NC(=NC(=O)c1ccc(OCC(F)(F)F)nc1)c1ccc(Cl)cc1	2	5	-5	0.0	-12	12	-1
COc1ccc2cc3cc(C(=O)NCCN4CCN(c5ccccc5F)CC4)oc3nc2c1	-14	.	40	.	.	3	.
CCCNC(=O)Nc1ccc2c(c1)OC[C@@H](C)N(CCC)C[C@H](C)[C@@H](OC)CN(C)C2=O	6[16.7 µM]	?	-2	0.8	9	-17	1
Clc1nc(CN2CCOCC2)nc2sc3c(c12)CCC3	.	-5	16	1.9	-8	5	-5
